LYP inhibition: inhibitors of LYP phosphatase, biochemical, fluorescence intensity, uHTS (AID 1779); recombinant LYP phosphatase, fluorescence intensity; higher % means a stronger effect; one-dose inhibition, % at 11.5 µM; IC50 in µM for titrated hits; 290,000 tested, 0.054% active; in the data active = inhibition above about 50%;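 note: plate controls were vehicle with enzyme for no effect and no enzyme for full effect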
GPR35 antagonists: GPR35 antagonists blocking zaprinast-driven arrestin recruitment, primary screen, imaging, U2OS, beta-arrestin-GFP, zaprinast agonist (AID 2058). U2OS GPR35 beta-arrestin-GFP translocation imaging, zaprinast antagonism; higher % means a stronger effect. 290,000 tested, 0.052% active. inhibition, % at 10 µM; hits with a dose series show IC50 in µM;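 active = inhibition of at least 50% with at least 30 cells and total cytoplasm GFP at most 10,000,000; inconclusive = under 30 cells or total GFP of 10,000,000 plus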
Autophagy mod: modulators of autophagy; MEF GFP-LC3 puncta imaging; test concentration mostly 10 µM; calls only at 10 µM (by protocol); 190,000 tested, 0.98% active; AID 463193;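 active = percentage of spot-positive cells more than 3 SD above its plate mean, without a fluorescence outlier flag or 80% toxicity; inconclusive = no clear call, values can overlap the other calls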;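 note: spot-positive cell cutoff set from DMSO-treated cells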
K1F lysis inhibition: protection from phage-mediated lysis, alamar blue read-out – E. coli UTI89, K1F phage, bacterial capsule biogenesis inhibitors (AID 488966) | inhibition, % at 100 µM, or IC50 in µM where a hit was titrated | 340,000 tested, 0.02% active | E. coli UTI89 K1F phage lysis, alamar blue, 2 h; higher % means a stronger effect;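 active = phage lysis inhibition, versus mean bacterial control, above a set limit; inconclusive = no clear call, values can overlap the other calls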;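 note: capsule biogenesis inhibitors block K1F phage lysis so surviving cells raise fluorescence; higher fluorescence means more inhibition of phage lysis; actives were called in the ten point dose series up to 300 µM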
WT yeast gro inh: growth inhibition of WT yeast, mitochondrial fusion screen; inhibition, % at 10 µM; mitochondrial fusion phenotypic screen, WT strain; 190,000 tested, 2.1% active; AID 1362; in the data active = inhibition above about 58%; tested in S. cerevisiae
RSV antiviral HEp-2: RSV antiviral activity via CPE protection, HEp-2 cells, primary 10 µM value included (AID 2391); HEp-2 cells, RSV-induced CPE inhibition; higher % means a stronger effect; one-dose CPE inhibition, % at 10 µM; IC50 in µM for titrated hits; 310,000 tested, 0.13% active; in the data active = a potency from the dose series; inconclusive = CPE inhibition mostly from about 23% at the one dose, without a potency; inactive = the rest, 99 in 100 with CPE inhibition below about 21%; note: strong numbers were not always called active
AID2073: inhibitors of Mint1-CaV2.2 protein interaction, biochemical, HTRF (AID 2073) | 290,000 tested, 0.19% active | HTRF protein-protein interaction, Mint1-CaV2.2; higher % means a stronger effect | inhibition, % at 20 µM, or IC50 in µM where a hit was titrated; in the data active = inhibition mostly above about 51%, no sharp cut-off; inconclusive = no clear call, values can overlap the other calls; inactive = mostly below about 53%; note: some results filed as inactive read as strong as hits
NS5 inhibitors: Dengue-2 NS5 methyltransferase inhibitors, primary screen, biochemical, confirmation dose response (AID 588689); Dengue-2 NS5 methyltransferase capping enzyme assay, biochemical; higher % means a stronger effect; inhibition, % at 25 µM; hits with a dose series show IC50 in µM; 340,000 tested, 0.3% active; in the data active = a potency from the dose series; inconclusive = inhibition above about 29% without an active follow-up result
NTR1 agonist: agonists of NTR1, primary screen, imaging, U2OS cells, beta-arrestin-GFP, high content (AID 493036) | P30989 | NTR1-U2OS beta-arrestin-GFP spot imaging, agonist mode | activation, % at 20 µM | 330,000 tested, 0.17% active;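 active = activation at or above 40% of the spot to cytoplasm intensity ratio, with at least 20 cells analyzed; inconclusive = wells under 20 cells, flagged as cytotoxic or low count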;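 note: 0% = DMSO without peptide and 100% = 100 nM NTR1 peptide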
Target sequence (P30989 whole entry, looked up): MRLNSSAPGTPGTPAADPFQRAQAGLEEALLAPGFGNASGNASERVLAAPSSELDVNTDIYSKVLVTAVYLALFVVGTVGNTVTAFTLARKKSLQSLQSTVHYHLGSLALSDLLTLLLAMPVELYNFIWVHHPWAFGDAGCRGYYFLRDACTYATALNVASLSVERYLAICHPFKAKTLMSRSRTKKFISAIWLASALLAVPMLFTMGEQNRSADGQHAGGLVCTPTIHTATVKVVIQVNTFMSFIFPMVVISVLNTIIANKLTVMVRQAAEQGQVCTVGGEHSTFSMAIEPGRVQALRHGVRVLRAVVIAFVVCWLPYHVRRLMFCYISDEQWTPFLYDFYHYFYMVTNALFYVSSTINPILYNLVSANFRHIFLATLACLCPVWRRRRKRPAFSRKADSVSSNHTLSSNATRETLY
WT yeast gro inh mutant strain: second read-out of WT yeast gro inh, no call of its own (marks repeat the call); inhibition, %; mitochondrial fusion phenotypic screen, mutant strain inhibition
Autophagy mod cell loss 18 h: second read-out of Autophagy mod, no call of its own (marks repeat the call); toxicity, %; measured here: cell loss, nuclei count;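 cell loss after 18 h compound exposure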
NTR1 agonist cell count 20 µM: second read-out of NTR1 agonist, no call of its own (marks repeat the call); cell count; measured here: cell count, cytotoxicity flag
NS5 inhibitors pilot replicate: second read-out of NS5 inhibitors, no call of its own (marks repeat the call); inhibition, %; measured here: pilot screen replicate inhibition
Numbers without * were called inactive; i = inactive; ? = inconclusive; . = not tested or not shown; [ ] = remark or other dose. Rows are unselected; any-hit rate near 2.6%.

SMILES | LYP inhibition | GPR35 antagonists | Autophagy mod | Autophagy mod cell loss 18 h | K1F lysis inhibition | WT yeast gro inh | WT yeast gro inh mutant strain | RSV antiviral HEp-2 | AID2073 | NS5 inhibitors | NTR1 agonist | NTR1 agonist cell count 20 µM | others
O=c1cc(O)c2sc3nc(-c4cccnc4)cc(C(F)(F)F)c3c2[nH]1 | 0% | 6% | i | -8 | 5.8% | -5 | 8 | 17% | 19% | 4% | 0.0 | 72
COc1ccc(OC)c(C(=O)NC(CC(N)=O)c2ccc(NCCN3CCOCC3)c([N+](=O)[O-])c2)c1 (centres undefined) | 1% | 6% | . | . | 0.7% | . | . | -0.2% | 7% | -5% | 2.0 | 50
CN(CCNC(=O)CN1C(=O)CSc2ccc(S(=O)(=O)N3CCCC3)cc21)Cc1ccccc1 | -10% | 4% | i | 12 | 0.1% | -4 | 3 | 1.9% | -14% | -7% | -1.9 | 33
Cc1c(-c2ccccc2)nc2ccccc2c1C(=O)O | -10% | -2% | i | -3 | 0.6% | 12 | -7 | 0.8% | 27% | -6% | -1.7 | 56
Nc1nc(CN2CCN(C(=O)c3ccco3)CC2)nc(Nc2cccc(Cl)c2)n1 | -10% | 7% | i | -2 | 0.4% | 4 | 13 | -1.5% | 0% | -5% | 0.1 | 64
Cc1ccccc1NC(=O)Nc1ccc(C(F)(F)F)cc1 | -9% | 15% | i | -8 | 0.0% | 34 | 24 | 8.2% | 6% | 3% | 0.2 | 84
O=C(O)C1CCCN1C(=O)Nc1ccccc1 (centres undefined) | 1% | 1% | i | -10 | 0.3% | 6 | 15 | 0.8% | 2% | . | -1.3 | 64
COc1ccc(/C=N/NC(=O)c2ccn[nH]2)cc1COc1ccc(Cl)cc1 | 10% | 4% | i | 10 | 2.2% | 43 | 3 | 1.7% | 0% | 4% | 2.2 | 66
COc1ccccc1CNC(=O)CN(Cc1ccc(Cl)cc1)S(C)(=O)=O | -1% | 9% | i | 24 | 0.8% | 1 | 0 | -1.0% | 2% | . | 1.5 | 48
O=C(Cn1c(-c2cscn2)nc2ccccc21)Nc1ccccc1F | -10% | 0% | i | -3 | -0.5% | 4 | 4 | 0.1% | 0% | -2% | 1.1 | 57
COc1ccc2c(c1)cc1n2CCN=C1N | -2% | 10% | i | -1 | -0.5% | 1 | 30 | -0.9% | ? | -4% | -1.2 | 44
CCCCN(C)C(=O)CCC(=O)NNc1nc2ccccc2c2nc(C)nn12 | -2% | -8% | i | -9 | 1.9% | 3 | 25 | 0.4% | ? | 5% | 4.7 | 55
CC(C)=CC(=O)Nc1nnc(C)s1 | 0% | -14% | i | -5 | 0.7% | 7 | -4 | 1.0% | 11% | 2% | -0.3 | 46
Cc1ccc(NC(=O)c2ccc([N+](=O)[O-])cc2Cl)nc1 | 4% | -1% | i | 0 | 0.1% | 12 | 6 | 1.6% | -3% | -3% | -1.5 | 86
Nc1nnc(SCc2ccccc2F)s1 | -2% | 0% | . | . | 0.1% | . | . | 2.8% | -2% | 2% | 3.8 | 54
CC(C)C(OC(=O)c1cc2occc2n1C)C(=O)NCc1ccc2c(c1)OCO2 (centres undefined) | 4% | -5% | i | 0 | 0.2% | -12 | -8 | 4.7% | 11% | -7% | 0.2 | 61
CC(=O)Nc1ccc(/C=N/OCC(=O)Nc2ccc(C)cc2)cc1 | -9% | -2% | i | 3 | 2.5% | 21 | 27 | 2.2% | -3% | 4% | 0.8 | 49
COc1ccc(N2C(=O)C(F)(F)C2c2ccccc2F)cc1 (centres undefined) | -6% | -6% | i | -1 | -0.4% | -13 | -12 | . | 18% | -13% | . | .
O=C(c1cc(-c2ccccc2)n[nH]1)N1CCN(S(=O)(=O)c2ccccc2)CC1 | -12% | 3% | . | . | 3.3% | . | . | -0.2% | 3% | -1% | -0.1 | 55
O=C(Nc1ccccc1)N(CCc1nc2ccccc2[nH]1)C1CCCC1 | -8% | -4% | i | 3 | 2.5% | 22 | 22 | 0.9% | -11% | -6% | 0.7 | 86

The closing three entries of the section before lead into the next.
SMILES | LYP inhibition | GPR35 antagonists | Autophagy mod | Autophagy mod cell loss 18 h | K1F lysis inhibition | WT yeast gro inh | WT yeast gro inh mutant strain | RSV antiviral HEp-2 | AID2073 | NS5 inhibitors | NTR1 agonist | NTR1 agonist cell count 20 µM | others
COc1ccc(N2C(=O)C(F)(F)C2c2ccccc2F)cc1 (centres undefined) | -6% | -6% | i | -1 | -0.4% | -13 | -12 | . | 18% | -13% | . | .
O=C(c1cc(-c2ccccc2)n[nH]1)N1CCN(S(=O)(=O)c2ccccc2)CC1 | -12% | 3% | . | . | 3.3% | . | . | -0.2% | 3% | -1% | -0.1 | 55
O=C(Nc1ccccc1)N(CCc1nc2ccccc2[nH]1)C1CCCC1 | -8% | -4% | i | 3 | 2.5% | 22 | 22 | 0.9% | -11% | -6% | 0.7 | 86
O=C(C1=C(O)C(=O)N(CCN2CCOCC2)C1c1cccc(Br)c1)c1cc2ccccc2o1 (centres undefined) | -1% | -16% | . | . | 0.2% | . | . | 0.2% | 49% | -5% | 1.9 | 56
CN1C(=O)C(C)(C)c2cc(S(=O)(=O)N3CCC(C(=O)NCc4ccc(F)cc4)CC3)ccc21 | -14% | -1% | . | . | -3.8% | . | . | -0.3% | 6% | -6% | -3.2 | 56
CC(=O)Nc1ccc(NC(=O)COc2c(C)cc(Br)cc2C)cc1 | 4% | -9% | i | -4 | 0.0% | 8 | 11 | -0.2% | -8% | -5% | 3.4 | 36
C=CCN1C(=O)C(CC(=O)O)SC1=Nc1ccc(C(=O)O)cc1 (centres undefined) | 1% | -6% | i | -5 | 0.1% | -22 | 0 | -0.7% | -4% | -4% | 0.3 | 68
O=C(CSc1nnc(C2CC2)n1-c1ccccc1)NCCN1C(=O)CSC1=O | -6% | -17% | i | -10 | 2.3% | -20 | -4 | -0.4% | 0% | 0% | -1.4 | 49
CC(C)(C)n1nnnc1CN(Cc1ccco1)Cc1cc2cc3c(cc2[nH]c1=O)OCO3 | -2% | 3% | i | -1 | 0.1% | 3 | 0 | 1.0% | 13% | 28% | -1.2 | 46
O=C(c1cccs1)N1CCN(S(=O)(=O)Cc2ccccc2)CC1 | -10% | -9% | i | -2 | 2.5% | -10 | -12 | 2.7% | -8% | 2% | -0.7 | 89
Oc1ccccc1NCC(O)Cn1ccc2ccccc21 (centres undefined) | -10% | 11% | i | 10 | 0.8% | 58 | 47 | 0.2% | -6% | 16% | -3.7 | 95 | NS5 inhibitors pilot replicate=-1.1
C=CCN1C(=O)C2(OCCCO2)c2ccccc21 | -11% | -6% | . | . | 0.0% | . | . | 1.3% | 6% | 3% | -0.3 | 56
COc1ccc(NC(=O)c2ccc(NC(=O)C3CC3)cc2)cc1 | -9% | 5% | . | . | 0.0%[50 µM] | . | . | 2.2% | 9% | -2% | 1.1 | 58
COC(=O)c1c(NC(=O)c2cccc([N+](=O)[O-])c2)sc(C(N)=O)c1C | 4% | 7% | i | 12 | 0.2% | 9 | 10 | -0.7% | 49% | 15% | 2.4 | 79
CCN1C(=O)[C@H]2[C@@H](c3ccc(-c4ccc(Cl)c(Cl)c4)c(OC)c3)N[C@@](Cc3ccccc3)(C(=O)OC)[C@H]2C1=O | . | . | . | . | 1.2% | . | . | 7.5% | . | 2% | 5.3 | 64
Cc1ccc(-c2oc3ccccc3c(=O)c2OCC(=O)O)cc1 | -9% | -19% | i | 2 | 0.4% | -8 | 5 | 0.1% | 6% | -1% | 1.0 | 44
CCOC(=O)c1[nH]c2c(c1C)C(=O)CC(c1ccc(N(C)C)cc1)C2 (centres undefined) | 8% | -7% | i | -7 | 1.3% | 16 | -5 | 3.8% | 0% | -1% | -0.9 | 57
O=C(NCc1ccco1)c1ccccc1-c1nc(-c2ccccc2)no1 | -11% | 8% | i | 4 | 5.4% | -14 | 14 | -0.3% | 3% | -7% | 0.1 | 83
Cc1nn(-c2ccc(N3CCCCC3)nn2)c(C)c1CCC(=O)Nc1ccc(F)cc1 | -7% | 0% | . | . | 0.0% | . | . | 1.4% | -2% | -12% | 0.3 | 69
O/N=C/c1ccc(-c2cc(Cl)ccc2Cl)o1 | -1% | 7% | i | 1 | 2.6% | -10 | -1 | 3.3% | 23% | 4% | 1.8 | 53
CCn1c(CCNS(=O)(=O)c2ccccc2Br)nnc1SC | -7% | 3% | . | . | 0.3% | . | . | 0.2% | 19% | -8% | -0.4 | 56
Cc1cc(C(=O)Nc2cccc3ccccc23)c(C)o1 | -4% | 3% | . | . | 0.3% | . | . | 1.3% | 10% | -4% | -0.4 | 48
Cc1cccc(NC(=S)NC2CCCCC2)n1 | -2% | 18% | i | 24 | 0.1% | 68* | 50* | 7.3% | 9.6µM* | 5% | 5.8 | 84
CS(=O)(=O)c1ccc(N2CCOCC2)c(S(C)(=O)=O)c1 | -10% | -17% | i | 4 | 6.5% | -13 | -2 | -0.2% | 3% | -5% | 0.4 | 74
CCCCN(CCCC)S(=O)(=O)c1ccc(C(=O)Nc2nnc(COC)o2)cc1 | 0% | 8% | i | -7 | 1.2% | 38 | 2 | -2.4% | 8% | 2% | -1.1 | 56
CCC(=O)Oc1ccc(C(=O)Nc2cccc(NC(=O)c3ccco3)c2)cc1 | -2% | 12% | . | . | 0.3% | . | . | 0.3% | 6% | 6% | -0.8 | 48
CN(C)S(=O)(=O)c1ccc(N2CCCC2)c(C(=O)NCCc2ccc(F)cc2)c1 | -1% | 12% | . | . | 1.3%[50 µM] | . | . | 1.0% | 10% | -14% | -0.6 | 50
O=C(Nc1nc2c(F)cc(F)cc2s1)C1CC(=O)N(Cc2ccco2)C1 (centres undefined) | 1% | -8% | . | . | 0.7%[50 µM] | . | . | 1.1% | 8% | 2% | 2.7 | 49
CC(C)CC(=O)Nc1nnc(SCC(=O)Nc2ccc3c(c2)OCO3)s1 | 2% | -1% | i | 33 | 1.8%[50 µM] | 12 | 19 | 0.6% | 4% | 1% | 0.6 | 76
Cc1cc(O)c(/C=N/Nc2ccc(F)cc2)c(=O)o1 | -7% | 3% | i | 1 | . | 33 | 15 | 7.3% | -5% | . | 0.6 | 91
COc1ccc(N2C(=O)CC(C)(C)CC2=O)cc1OC | -7% | 10% | . | . | 0.1% | . | . | 2.4% | 8% | 0% | -0.8 | 99
CC1=C/C(=N\NC(=O)c2ccc(O)cc2)CC1 | 4% | 3% | i | -3 | 0.2% | -1 | 0 | 1.3% | 2% | -9% | -1.0 | 108

Bioassay records (PubChem)
